# Yeast superoxide – yeast age-related superoxide inhibition as caloric restriction mimetic | S. cerevisiae aged cells, superoxide DHE fluorescence; hits give low values | superoxide response (% of plate mean), % at 10 µM | 330,000 tested, 0.18% active | AID 2690;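 active = superoxide response under a set limit, about three screen SD below normal, cut at about 65% in these data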;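 note: yeast aged for seven days with compound at 30 °C before DHE staining; 100% = average MFI of all compound-treated wells on the plate with controls excluded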
# LAP4 TOR yeast – alters LAP4-GFP fluorescence in TOR pathway yeast screen; S. cerevisiae LAP4-GFP multiplex, flow cytometry GFP, 3 h; median GFP as percent of DMSO wells; GFP response vs DMSO, % at 10 µM; 320,000 tested, 0.34% active;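 active = GFP response vs DMSO above a set limit, about the screen mean plus 3 SD, cut at about 150% in these data; inconclusive = under 70 cell events counted for the yeast strain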
# MEP2-GFP yeast – yeast TOR pathway MEP2-GFP modulation; S. cerevisiae MEP2-GFP strain, flow cytometry GFP, 3 h; 100% = DMSO control level; 330,000 tested, 0.51% active; GFP response vs DMSO, % at 10 µM;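 active = GFP response versus DMSO above a set limit, roughly screen mean plus 3 SD, cut at about 180% in these data; inconclusive = fewer than 70 cells counted for a yeast strain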;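 note: median GFP fluorescence of the barcode-gated MEP2-GFP cells per well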
# VLA-4 inh – inhibition in a human VLA-4 binding assay; inhibition, % (about 7 µM as worked out from the volumes in the protocol); AID 2557; 330,000 tested, 0.2% active; VLA-4 expressing cells, ligand binding flow cytometry; in the data active = inhibition above about 50%
# Target sequence (P13612 whole entry, looked up): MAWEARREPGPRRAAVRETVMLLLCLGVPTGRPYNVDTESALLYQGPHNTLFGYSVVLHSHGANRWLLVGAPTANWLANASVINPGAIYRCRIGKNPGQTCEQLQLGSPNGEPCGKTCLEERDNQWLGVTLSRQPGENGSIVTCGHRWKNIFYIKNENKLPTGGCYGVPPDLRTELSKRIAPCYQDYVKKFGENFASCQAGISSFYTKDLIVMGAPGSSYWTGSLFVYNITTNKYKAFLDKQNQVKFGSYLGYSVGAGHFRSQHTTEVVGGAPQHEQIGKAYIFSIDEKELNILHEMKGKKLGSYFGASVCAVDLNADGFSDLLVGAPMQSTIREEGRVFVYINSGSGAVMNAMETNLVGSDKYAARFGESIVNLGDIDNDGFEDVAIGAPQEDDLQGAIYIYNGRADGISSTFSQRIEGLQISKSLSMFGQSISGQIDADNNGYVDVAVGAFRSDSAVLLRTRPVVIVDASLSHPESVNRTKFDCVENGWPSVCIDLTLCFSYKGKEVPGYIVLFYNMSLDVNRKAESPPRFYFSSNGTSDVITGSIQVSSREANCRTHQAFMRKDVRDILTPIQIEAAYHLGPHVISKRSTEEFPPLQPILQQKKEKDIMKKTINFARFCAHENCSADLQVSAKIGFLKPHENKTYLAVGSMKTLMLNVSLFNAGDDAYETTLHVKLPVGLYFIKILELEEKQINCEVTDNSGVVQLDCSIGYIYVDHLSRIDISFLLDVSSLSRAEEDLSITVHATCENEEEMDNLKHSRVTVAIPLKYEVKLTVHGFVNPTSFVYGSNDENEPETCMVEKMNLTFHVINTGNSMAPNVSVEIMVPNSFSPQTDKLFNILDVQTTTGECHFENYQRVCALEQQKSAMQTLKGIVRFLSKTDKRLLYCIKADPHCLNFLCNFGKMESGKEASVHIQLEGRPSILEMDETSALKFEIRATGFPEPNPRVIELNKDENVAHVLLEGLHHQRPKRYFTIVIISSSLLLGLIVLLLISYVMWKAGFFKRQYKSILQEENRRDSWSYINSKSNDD
# GRK2 inh – human GRK2 inhibition via aptamer displacement; 330,000 tested, 0.59% active; P25098; AID 488847; inhibition of aptamer binding, % at 10 µM; bead flow cytometry, FAM-aptamer displacement from GRK2;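 active = inhibition of aptamer binding above 40%, roughly 3 SD of noise, on plates passing a quality check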;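 note: median bead fluorescence of bound FAM aptamer so fluorescent compounds give negative values; no value below 0 was filed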
# RPL19A-GFP yeast – modulators of TOR pathway RPL19A-GFP in S. cerevisiae | 330,000 tested, 0.3% active | S. cerevisiae RPL19A-GFP strain, flow cytometry, 3 h; hits give low values | percent response vs DMSO, % at 10 µM;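 active = percent response vs DMSO below 50%; inconclusive = fewer than 70 events counted for the yeast strain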;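 note: median channel GFP fluorescence of the barcoded RPL19A-GFP strain; ratio of sample median GFP to plate DMSO average so 100% = DMSO; lower means less RPL19A-GFP as with rapamycin TOR inhibition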
# AGP1 TOR yeast – alters AGP1-GFP fluorescence in TOR pathway yeast screen; 320,000 tested, 0.02% active; S. cerevisiae AGP1-GFP multiplex flow cytometry, 3 h; GFP as percent of DMSO wells; GFP response vs DMSO, % at 10 µM;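 active = GFP response relative to DMSO above a set limit, near screen average plus 3 SD, cut at about 150% in these data; inconclusive = fewer than 70 cells counted for the yeast strain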;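 note: median GFP channel fluorescence of the gated AGP1 strain per well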
# CIT2 TOR yeast – alters CIT2-GFP fluorescence in TOR pathway yeast screen. S. cerevisiae CIT2-GFP strain, flow cytometry, 3 h; 100 means same as DMSO wells. GFP response vs DMSO, % at 10 µM. 320,000 tested, 0.065% active. AID 2029;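 active = GFP response relative to DMSO above a set limit, near the screen mean plus 3 SD, cut at about 150% in these data; inconclusive = Fewer than 70 cells measured for a yeast strain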;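 note: ratio of well median GFP fluorescence to mean of DMSO wells on the plate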
# * = called active by the depositor; ? = inconclusive; . = not tested or not shown; [ ] = remark or other dose. Compounds as they come (roughly 1.7% active in at least one column).
SMILES,Yeast superoxide,LAP4 TOR yeast,MEP2-GFP yeast,VLA-4 inh,GRK2 inh,RPL19A-GFP yeast,AGP1 TOR yeast,CIT2 TOR yeast
Cc1ccc(NC(=O)C2CCN(C(=O)c3cccs3)CC2)c(C)c1,108.5,102.9,96.6,-4.0,3.0,96.4,96.7,94.0
CCC(NC(=O)OCc1ccccc1)C(=O)Oc1ccc2ccc(=O)oc2c1 (stereo not drawn),95.6,88.4,100.3,-5.2,1.0,99.8,87.2,93.8
COc1cc2[nH]c(=O)n(CCC(=O)N3CCN(Cc4ccccc4)CC3)c(=O)c2cc1OC,97.8,96.5,97.8,9.2,2.0,92.8,95.3,96.6
CCNc1ccc(S(N)(=O)=O)cc1[N+](=O)[O-],96.6,90.2,105.7,8.4,0.0,102.2,94.6,108.7
COc1ccc2c(c1)[nH]c1c(=O)n(CCN3CCOCC3)cnc12,103.3,103.8,97.9,10.1,0.0,96.4,102.8,97.8
C/C(=N\O)c1ccc2[nH]ccc2c1,103.8,96.3,107.0,4.4,5.0,101.9,103.7,103.2
COc1ccc(N2CCN(Cc3nc4c(c(=O)n(C)c(=O)n4C)n3CCc3ccccc3)CC2)cc1,116.7,110.7,101.7,6.4,4.0,102.0,107.2,112.2
Cn1c(COc2ccc(Cl)cc2)nnc1SCC(=O)NC1CC1,136.2,92.2,91.6,10.5,0.0,92.7,93.1,99.2
CN(Cc1ccccc1)S(=O)(=O)c1ccc(Cl)c(C(=O)NCCc2ccccn2)c1,91.6,100.3,112.2,18.6,0.0,102.4,105.2,113.2
COc1ccc(C(=O)Nc2ccccc2C)cc1S(=O)(=O)N1CCOCC1,94.1,96.1,103.2,4.8,1.0,98.4,98.1,105.2
O=C(Nc1ccc(OCC(F)(F)C(F)F)c(C(F)(F)F)c1)c1ccccc1,109.5,.,89.3,7.6,0.0,97.2,92.6,88.0
COc1ccc(C(CNC(=O)c2cccc(NS(=O)(=O)c3ccc(C)c(F)c3)c2)N2CCCC2)cc1 (stereo not drawn),88.0,92.7,90.6,12.0,0.0,91.2,94.0,91.4
COc1cc(C(=O)OCCCN=C2NS(=O)(=O)c3ccccc32)cc(OC)c1OC,101.8,92.6,90.8,0.8,0.0,88.5,89.3,94.3
c1cncc(CNc2ncnc3ccc(-c4ccc5c(c4)OCO5)cc23)c1,107.0,112.2,103.2,-7.8,0.0,101.1,100.7,105.4
CSC1=N/C(=C\c2ccc(Cl)cc2)C(=O)N1N(C)C,101.4,99.5,91.5,14.8,2.0,94.5,104.4,99.5
O=C(O)C1CCCCC1C(=O)Nc1ccccc1C(=O)N1CCN(c2ccc(F)cc2)CC1 (stereo not drawn),101.3,86.7,95.9,5.4,21.0,98.0,91.2,97.5
Cc1ccccc1CSCCNC(=O)COc1ccc(Cl)cc1,101.5,96.1,100.6,-8.1,0.0,97.7,88.2,89.9
O=C(NCCC1=CCCCC1)C(=O)NCc1ccncc1,72.2,95.0,100.4,9.3,0.0,95.5,101.9,98.3
COc1ccc(NC(=S)N2CCCN(Cc3cc(C)ccc3C)C2)cc1,113.5,98.1,98.7,7.4,1.0,96.5,101.1,96.6
O=C(CC12CC3CC(CC(C3)C1)C2)NCC(=O)N1CCCC1,101.4,97.2,107.6,-19.2,1.0,103.0,105.5,102.4
CCC(=O)c1cc2c(C)cc(=O)oc2c(C)c1O,117.7,103.7,105.3,10.8,4.0,97.9,99.5,103.5
Cc1noc(C)c1NC(=O)Nc1ccc2c(c1)C(=O)N([C@H](C)CO)C[C@H](C)[C@@H](CN(C)S(C)(=O)=O)O2,147.2,97.1,95.8,-6.2,0.0,100.7,100.6,104.7
O=C1c2ccccc2OCOc2ccccc21,78.1,101.9,97.2,6.2,3.0,91.5,88.5,93.8
CCOC(=O)c1cnc2c(Cl)cccc2c1NCCCN1CCOCC1,103.0,90.1[may fluoresce violet],123.5[may fluoresce violet],7.5,.,107.9[may fluoresce violet],93.4[may fluoresce violet],?
CCc1cccc(NC(=O)C2CCN(S(=O)(=O)c3cccs3)CC2)c1,89.2,93.8,91.4,8.5,2.0,92.3,91.3,89.7

# (further entries)
SMILES,Yeast superoxide,LAP4 TOR yeast,MEP2-GFP yeast,VLA-4 inh,GRK2 inh,RPL19A-GFP yeast,AGP1 TOR yeast,CIT2 TOR yeast
COc1cc2nc(CN3CCN(S(=O)(=O)c4c(F)cccc4F)CC3)[nH]c(=O)c2cc1OC,93.6,110.2,108.8,4.1,0.0,102.7,108.7,107.1
COc1ccc(NC(=O)CN(C)C(=O)CCNC(=O)c2ccccc2OC)cc1,126.3,101.7,100.8,-12.2,2.0,99.9,99.5,91.2
CCCCNC(=S)N(C)/N=C/c1ccccc1F,93.5,101.2,101.1,0.6,2.0,101.8,98.5,108.8
O=S(=O)(c1ccccc1)N1CCc2ccccc2C1,83.8,94.9,102.8,16.6,1.0,102.8,101.1,99.3
Cc1cc(=O)n2nc(N3CCCC3C(=O)Nc3cccc(F)c3)sc2n1 (stereo not drawn),87.3,114.1,104.7,-10.2,3.0,104.6,98.0,106.1
Cc1cc(C)cc(NC(=O)C(Sc2ncnc3ccccc23)c2ccccc2)c1 (stereo not drawn),91.6,101.3,110.7,-3.4,3.0,108.2,105.5,108.6
O=c1c2nncn2c2cccnc2n1CCNc1ncc(C(F)(F)F)cc1Cl,108.2,?,?,1.9,1.0,?,?,99.0[may fluoresce red]
Cc1ccc(C)c(NC(=O)CN(C)C(=O)CCN2C(=O)c3ccccc3C2=O)c1,99.0,104.9,104.6,21.2,1.0,101.2,104.0,101.5
c1ccc(-c2nnc(CN3CCCCC3)o2)cc1,104.9,100.0,104.6,45.0,0.0,103.4,101.6,102.9
COc1cccc(CN(C)C(=O)c2ccc(OCC(=O)Nc3cccc(C(F)(F)F)c3)c(OC)c2)c1,89.8,104.3,100.9,9.0,0.0,98.6,101.6,93.2
CCSc1nsc(NC(=O)Nc2cccc(C(C)=O)c2)n1,114.8,96.9,104.8,-9.2,1.0,102.9,103.1,110.5
CC(=O)NCc1cccc(CNC(C)=O)n1,117.0,87.0,84.9,-37.8,0.0,100.3,101.2,98.9
CNC(=O)COC(=O)c1ccc(OCC(=O)Nc2ccccc2OC)c(OC)c1,98.3,91.7,92.5,-1.4,0.0,96.3,95.8,84.1
COc1ccc(/C=N/NC(=O)c2ccc(O)cc2)cc1CN1CCCc2ccccc21,87.6,103.0,100.9,18.9,0.0,101.5,100.4,100.3
Cc1cc(=O)oc2cc(NC(=O)c3cccc(F)c3)ccc12,114.9,99.9,109.1,10.1,0.0,99.4,102.3,103.5
O=C(NCc1nnc2c3ccccc3c(-c3ccccc3)nn12)c1ccccc1Cl,86.0,101.5,108.4,17.4,0.0,103.2,105.3,116.5
CCN(CC)CCN1C(=O)C(=O)/C(=C(/O)c2ccc(OC(C)C)cc2)C1c1cccs1 (stereo not drawn),98.7,107.7,93.7,21.6,0.0,89.9,104.8,93.4
Cn1nnc(NC(=S)NC(=O)/C=C/c2ccco2)n1,100.3,90.0,86.9,0.7,0.0,94.0,97.0,89.8
O=C(N1CCCC1)n1c(Cc2ccccc2)nc2ccccc21,100.7,106.3,98.3,-1.0,0.0,98.7,100.6,101.2
O=C(Nc1ccccc1[N+](=O)[O-])C1COc2ccccc2O1 (stereo not drawn),96.2,115.8,111.9,9.0,1.0,108.5,99.9,101.2
Cc1ccc(C(=O)N/C(=C/c2ccc(Cl)cc2)C(=O)NCC2CCCO2)cc1 (stereo not drawn),105.6,108.0,103.5,16.8,0.0,104.7,101.3,98.4
CC(=O)Cc1nsc(NC(=O)c2ccc(-c3cc(Cl)ccc3Cl)o2)n1,117.6,112.1,109.9,-0.3,0.0,110.3,111.3,107.1
CC(C)(C)C(=O)Cn1c(=O)n(CC2CCCO2)c(=O)c2ccccc21 (stereo not drawn),137.9,96.9,99.6,5.6,0.0,100.3,94.9,93.8
O=C(NCc1ccco1)C1CCCN(c2ncnc3c2nc2n3CCCCC2)C1 (stereo not drawn),120.6,98.9,103.2,17.1,4.0,106.4,106.3,104.6
CN1/C(=C\C=C(C#N)C#N)C(C)(C)c2ccccc21,100.3,91.5,110.6,1.7,0.0,103.9,111.0,101.3
O=C1CCCc2ccccc2N1Cc1ccccc1Cl,80.5,117.0,96.2,5.3,0.0,96.0,95.8,88.3
O=C(Cc1ccccc1)NCC(=O)OCC(=O)c1ccc(F)cc1,107.1,75.2,97.8,0.1,0.0,106.6,95.2,114.3

# Compound activity as filed in PubChem BioAssay.
